From PubChem BioAssay
EWS-Fli block: EWS/Fli-driven NR0B1 reporter inhibitors, primary screen, A673 cells, NR0B1 luciferase, luminescence, MLPCN library; hit rate 0.67% among 350,000; AID 651661, 2012; viability-normalised; inhibition, % at 12.6 µM;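 active means mean inhibition of at least 50% after viability correction, with every replicate also passing that limit; inconclusive means mean reaches 50% but only one of two replicates passes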;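 further: firefly luciferase signal divided by Alamar Blue viability fluorescence both relative to DMSO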
PGC1a acetyl inh: inhibitors of PGC1a acetylation signal, primary screen, cell-based, U2OS, AlphaScreen, inhibitor mode | AlphaScreen anti-acetyl-lysine; with virally co-expressed GCN5 acetyltransferase | inhibition, % at 15.6 µM | hit rate 0.17% among 350,000;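 active means every replicate shows inhibition of at least 40%; inconclusive means mean inhibition at least 40% but some replicate below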;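 further: 0% = neutral control wells and 100% = positive control wells; some results beyond the cut were filed as inactive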
ERAP1 inh: human ERAP1 aminopeptidase inhibitors, primary screen, biochemical, single point, plate reader; Endoplasmic reticulum aminopeptidase 1 (Homo sapiens), Q9NZ08; recombinant ERAP1, Leu-AMC fluorescence, 60 min; inhibition, % at 10.7 µM; hit rate 0.15% among 340,000;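 active means mean replicate inhibition of at least 30%, or all replicates individually reaching that 30% level; inactive means mean below 30% and not every replicate reaching it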;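 further: 0% = neutral control wells and 100% = L-leucinethiol positive control wells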
Target sequence (Q9NZ08 whole entry, looked up): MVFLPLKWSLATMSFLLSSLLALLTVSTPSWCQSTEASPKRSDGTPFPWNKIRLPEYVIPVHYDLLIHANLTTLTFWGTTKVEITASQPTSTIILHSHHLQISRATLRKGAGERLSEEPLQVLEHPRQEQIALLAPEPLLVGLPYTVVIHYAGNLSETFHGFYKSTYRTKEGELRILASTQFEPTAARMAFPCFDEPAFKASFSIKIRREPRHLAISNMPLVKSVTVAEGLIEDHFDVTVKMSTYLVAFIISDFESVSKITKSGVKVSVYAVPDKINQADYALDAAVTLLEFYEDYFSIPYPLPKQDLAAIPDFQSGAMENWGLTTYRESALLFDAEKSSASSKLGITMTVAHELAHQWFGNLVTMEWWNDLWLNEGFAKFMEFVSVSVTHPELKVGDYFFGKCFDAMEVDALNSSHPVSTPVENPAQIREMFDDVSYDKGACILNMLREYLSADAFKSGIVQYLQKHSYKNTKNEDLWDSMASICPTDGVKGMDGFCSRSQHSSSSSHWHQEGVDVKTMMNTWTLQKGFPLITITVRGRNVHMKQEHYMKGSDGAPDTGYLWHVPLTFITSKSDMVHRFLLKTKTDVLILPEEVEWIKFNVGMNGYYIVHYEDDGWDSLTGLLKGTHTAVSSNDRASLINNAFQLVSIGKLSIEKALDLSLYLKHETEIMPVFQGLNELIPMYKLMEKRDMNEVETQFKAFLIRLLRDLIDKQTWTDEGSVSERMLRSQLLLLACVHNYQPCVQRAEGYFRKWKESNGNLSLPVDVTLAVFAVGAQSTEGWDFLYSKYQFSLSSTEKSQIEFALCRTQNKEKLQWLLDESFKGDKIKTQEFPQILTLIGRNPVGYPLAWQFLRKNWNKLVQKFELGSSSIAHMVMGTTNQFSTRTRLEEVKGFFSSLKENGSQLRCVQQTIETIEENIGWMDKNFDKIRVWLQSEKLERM
PAX8 inh HTS: inhibitors of PAX8-driven TPO luciferase reporter, primary screen, RMG-I cells, single concentration; SteadyGlo, 24 h; inhibition, % at 12.6 µM; hit rate 1.2% among 360,000; AID 652154, 2013;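 active means mean replicate inhibition at least 60% with every replicate also reaching 60%; inconclusive means only one of the two criteria is met; inactive means mean below 60% and not all replicates reaching 60%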;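 further: luciferase light reporting Pax8 driven TPO promoter activity; plate controls were median of neutral control wells for no effect and mitoxantrone controls for full effect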
PglD DTNB: C. jejuni PglD acetyltransferase inhibitors, primary screen, biochemical, DTNB colorimetric, single point; UDP-N-acetylbacillosamine N-acetyltransferase PglD (Campylobacter jejuni); purified PglD enzyme, DTNB colorimetric CoA detection; inhibition, % at 12.5 µM; hit rate 0.098% among 360,000; in the data active means inhibition above about 16%, passing the limit was not always enough; inconclusive means no clear call, values can overlap the other calls; further: strong numbers were not always called active
LGR2 antag: inhibitors of bursicon-induced LGR2 CRE-luciferase signal, primary screen, cell-based, HEK293, CRE-luciferase reporter, bursicon stimulation. hit rate 0.35% among 380,000. bursicon-stimulated, 4 h. inhibition, % at 9.99 µM;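 active means drop in luminescence signal, shown as inhibition above about 50% in the replicate tests, limit read from the data, passing the limit was not always enough; inconclusive means probably only some replicates passing the limit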;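 further: agonist challenge used bursicon conditioned medium at about half maximal strength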
S100A4 inh HTS: inhibitors of S100A4-myosin IIA peptide binding, primary screen, biochemical, fluorescence polarization, TAMRA-MyoIIA peptide. Protein S100-A4 (Homo sapiens), P26447. inhibition, % at 10.7 µM. hit rate 0.14% among 360,000;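 active means mean inhibition of at least 70% across replicates, with every replicate also reaching that level; inconclusive means mean inhibition reaches 70% but some replicates fall short; inactive means mean inhibition below 70%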
Target sequence (P26447 whole entry, looked up): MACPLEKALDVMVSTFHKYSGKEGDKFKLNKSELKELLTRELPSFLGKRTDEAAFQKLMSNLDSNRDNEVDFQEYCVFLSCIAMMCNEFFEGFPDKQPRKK
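Compound dosing: one dose per compound; test system: human S100A4 monomer with TAMRA-labelled myosin IIA peptide; probe or stimulus: TAMRA-labelled myosin IIA heavy-chain peptide probe, 5 nM; medium: HEPES buffer with Ca2+, pH 7.2; schedule: 5 min incubation before reading; benchmarks: neutral control DMSO, positive control TFP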
FN deposition inh: inhibitors of fibronectin matrix deposition, primary screen, AH1F cells, Alexa488-fibronectin fluorescence, plate reader. inhibition, % at 12.6 µM. hit rate 0.086% among 350,000. AH1F fibroblasts, overnight;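 active means mean inhibition across replicates of 30% or more, regardless of how many single replicates reach that level; inconclusive means mean under 30% yet at least half of replicates reach 30%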;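 further: positive control wells lacked labelled fibronectin entirely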
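Schedule: 1 h cell adhesion before compound, then overnight fibronectin incubation; test system: AH1F fibroblast monolayer depositing Alexa488-labelled fibronectin into matrix; quantity: 10000 AH1F cells per well; probe or stimulus: fluorescent fibronectin at 24 nM final; signal: fluorescence, ex 485 nm, em 525 nm; evaluation: percent inhibition as loss of matrix-bound fibronectin fluorescence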
An asterisk follows results filed as active; ? = inconclusive; · = not tested or not shown; & = joins results of further samples.

SMILES	EWS-Fli block	PGC1a acetyl inh	ERAP1 inh	PAX8 inh HTS	PglD DTNB	LGR2 antag	S100A4 inh HTS	FN deposition inh
O=C(O)C(NS(=O)(=O)c1cccc2nsnc12)c1ccccc1 (centres undefined)	-1	·	0	-2	0	3	4	7
COc1ccc(NC(=O)Nc2cccs2)cn1	-25	1	-20	-51	-11	7	-2	-5
Cn1c(Cn2c(=O)sc3ccccc32)nnc1SCC(=O)Nc1ccc2c(c1)OCO2	-1	2	1	1	8	-3	-1	6
Cn1c(CC(=O)NNC(=O)c2cccnc2)nc2ccccc21	2	15	-4	10	3	5	2	-3
COc1ccc(/C=C/C(=O)Oc2ccc(C)cc2)cc1	-2	-29	1	3	0	·	-2	2
Cc1ccc(S(=O)(=O)N(C)c2ccc(OCC(=O)N3CCCCC3)cc2)cc1	17	-4	0	13	-2	-14	0	-5
CC(OC(=O)C1=COCCO1)C(=O)Nc1ccc(Cl)cn1 (centres undefined)	5	-16	-1	-3	4	12	1	3
C[C@H]1CN([C@@H](C)CO)C(=O)c2cc(NC(=O)NC3CCCCC3)ccc2O[C@H]1CN(C)S(=O)(=O)c1ccccc1	5	4	-1	4	0	3	0	-9
O=C(O)c1cccc(S(=O)(=O)Nc2ccccc2C(=O)NCCc2ccccc2)c1	-36	4	-1	-10	5	-2	1	0
Cc1ccc(CNC(=O)COC(=O)c2cnc(C)cn2)cc1	-9	·	1	-23	·	-41	6	2
COc1cc(OC)c(C=CC(=O)c2ccccc2O)c(OC)c1	-83	8	-1	-44	4	-39	10	-4
Cc1ccc(Cc2c(C(C)(C)C)nc3cc(C)c(Br)c(C)n23)cc1	8	8	0	14	2	-8	-1	13
COc1ccc(S(=O)(=O)N2CCCCC2)cc1NC(=O)CCCOc1ccc(C)cc1	9	3	1	22	3	-9	-14	-4
COc1ccc(S(=O)(=O)N(C)C[C@@H]2OCCCC[C@@H](C)Oc3ccc(NS(=O)(=O)c4ccccc4)cc3C(=O)N([C@@H](C)CO)C[C@H]2C)cc1	2	-4	2	20	0	12	-6	-8
Cc1ccc(NC(=O)C2(S(=O)(=O)c3ccc(Cl)cc3)CC2)c(Br)c1	-3	-11	3	-15	-4	5	0	-1
O=C(CCN1CCCCC1)NCC[C@H]1CC[C@H](NC(=O)Nc2ccc(F)cc2)[C@@H](CO)O1	6	12	0	-6	-3	21	2	·
COc1cc2c(cc1OC)C(c1cc(OC)c(OC)c(OC)c1)NCC2 (centres undefined)	·	3	·	-11	-2&-5	·	3	-2
CC(C)c1ccc(/C=N/NC(=O)c2ccccc2Cl)cc1	19	·	0	-70	·	-135	1	13
Cc1ccc(S(=O)(=O)N(C)C)cc1NC(=S)NCCCn1ccnc1	-8	·	-4	6	1	5	5	2
C/C(=N/NC(=O)c1cc(-c2ccc(Br)s2)[nH]n1)c1ccco1	-30	-9	-3	-16	·	-7	-7	0
COc1ccc(C(=O)NCC(=O)OCC(=O)c2ccc3c(c2)NC(=O)CO3)cc1	2	·	1	2	·	1	3	5
O=C(Nc1nc(-c2cccs2)c(C(=O)C(F)(F)F)s1)c1ccco1	0	-1	2	16	·	-8	-8	5
Cc1ccc(C(=O)CCC(=O)OCC(=O)N(C)c2c(N)n(Cc3ccccc3)c(=O)[nH]c2=O)cc1	5	·	0	2	3	1	38	0
CO[C@@H](CN(C)S(=O)(=O)c1cccc(Cl)c1)[C@H](C)CN([C@@H](C)CO)S(=O)(=O)c1cccc(Cl)c1	25	-32	2	·	6	11	-9	9
Cc1ccc2[nH]c(=O)c3cc(C(=O)N(C)Cc4ccco4)sc3c2c1	1	-27	0	-7	-4	-22	0	5
Cc1ccc2sc(-c3ccc(NC(=O)/C=C\C(=O)O)cc3)nc2c1	36	-2	-2	-64	1	?	6	0
CCn1c(SCC(=O)c2cc(C)ccc2C)nc2cc(S(=O)(=O)N3CCOCC3)ccc21	8	-13	0	16	5	·	-4	-3
O=C1C=C(c2cccc(Br)c2)C[C@@H](c2ccc(F)cc2)C1	-11	1	-1	-31	-6	5	-4	6
C[C@@H]1CCCCO[C@@H](CN(C)C(=O)Nc2ccc(C(F)(F)F)cc2)[C@H](C)CN([C@@H](C)CO)C(=O)c2cc(NC(=O)Nc3ccc4c(c3)OCO4)ccc2O1	-3	-21	0	12	0	2	-4	-5
CC(C)(CNC(=O)C1CCCC1)CNC(=O)C1CCCC1	·	6	·	9	-9	·	·	11

Some values from the entries so far.
Cc1ccc2[nH]c(=O)c3cc(C(=O)N(C)Cc4ccco4)sc3c2c1 @ PAX8 inh HTS: -7
CCn1c(SCC(=O)c2cc(C)ccc2C)nc2cc(S(=O)(=O)N3CCOCC3)ccc21 @ EWS-Fli block: 8

(listing goes on)
SMILES	EWS-Fli block	PGC1a acetyl inh	ERAP1 inh	PAX8 inh HTS	PglD DTNB	LGR2 antag	S100A4 inh HTS	FN deposition inh
O=c1cc(CN2CCOCC2)c2cc(Cl)ccc2o1	6	1	0	5	4	-18	-2	4
Cc1cc(C(=O)N/N=C/c2ccc(-c3ccc(C)c(Cl)c3)o2)n[nH]1	-7	-4	3	1	7	·	-2	4
Cc1ccc(C(=O)N/C(=C/c2ccccc2)C(=O)NCc2ccncc2)cc1	8	9	2	-8	7	14	-13	0
CN1C=CC(=O)[C@@H](OC(=O)Nc2ccc(Br)cc2)[C@H]1c1ccccc1Br	3	7	1	39	-5	8	53	8
O=C1N(Cc2cccnc2)C[C@@H]2C[C@@H](c3cccc(OCc4ccccc4)c3)N3CCC[C@@]123	11	·	-4	3	·	-27	-11	10
CC(=O)N=Cc1c(C)c(C#N)c(=O)n(C)c1O	7	·	1	-4	·	-31	-11	-2
O=C(c1coc2ccc(O)cc12)C1CC1	·	·	0	·	4	-28	-2	·
O=C(CN1C(=O)CCSc2ccccc21)NC1CCCCC1	·	34	-5	6	8	9	-1	7
COc1cccc(NC(=O)N[C@@H]2CC[C@H](CC(=O)Nc3ccccc3)O[C@H]2CO)c1	-2	0	0	38	2	-10	1	-10
Cc1ccc2c(C)c(C(=O)N(C)C(C)c3ccncn3)oc2c1C (centres undefined)	-21	13	2	-17	2	-24	4	1
COc1ccc(NC(=S)N(CCCN2CCOCC2)Cc2ccco2)cc1	13	10	0	-3	·	6	-2	-1
C[C@@H]1CCCCO[C@@H](CN(C)Cc2ccccc2)[C@H](C)CN([C@@H](C)CO)C(=O)c2cc(NC(=O)C3CCCCC3)ccc2O1	12	5	1	10	0	-20	-2	·
CC(=O)c1ccc(COC(=O)c2cc3ccccc3oc2=O)cc1	-36	22	1	-33	10	-25	1	-2
COC(=O)c1ccc(CSc2nnc(CNC(=O)c3cccs3)o2)o1	·	2	·	-25	7	·	·	-13
O=C(CNC(=O)c1ccco1)NCC(=O)OCc1ccc(F)cc1	3	·	-2	-2	3	-1	-3	3
Cn1c(=S)sc2ccc3ccccc3c21	-26	·	-1	-12	·	4	-2	-9
C[C@@H]1CCCCO[C@H](CN(C)C(=O)Nc2ccc3c(c2)OCO3)[C@@H](C)CN([C@@H](C)CO)C(=O)c2cc(NC(=O)Cc3ccccc3)ccc2O1	-12	4	·	-23	5	13	·	·
O=C(COC(=O)CSc1cc(Cl)ccc1Cl)NCc1ccc2c(c1)OCO2	9	·	9	16	1	-1	-19	3
Cn1cnc(C(=O)N2CCN(C(=O)OC(C)(C)C)CC2)c1C(=O)N1CCN(C(=O)OC(C)(C)C)CC1	-2	-7	106*	1	-2	-10	-5	-5
COc1ccc(CN(C)C[C@@H]2Oc3c(NC(=O)Nc4ccc(C(F)(F)F)cc4)cccc3C(=O)N([C@H](C)CO)C[C@H]2C)cc1	25	1	1	12	5	39	1	·
O=C(Nc1ccc(Br)cn1)c1ccc2ccccc2c1	-37	8	-2	-106	-1	-39	1	5
COc1ccc(NC(=O)Nc2ccc3c(c2)CC(=O)N([C@@H](C)CO)C[C@H](C)[C@@H](CN(C)C(=O)Nc2ccc(F)cc2)O3)cc1	2	7	4	-12	13	16	-2	·
CCC1CCc2sc(C(=O)NCC(c3ccccc3OC)N3CCCC3)cc2C1 (centres undefined)	13	-14	0	18	5	·	1	-6
CCCCc1ccc(NS(=O)(=O)c2c(C)n(C)c(=O)n(C)c2=O)cc1	3	9	8	-12	-3	15	5	-8
O=C(C1CCCCC1)N1CC(=O)N2[C@H](CO)[C@H](c3ccc(Br)cc3)[C@@H]2C1	5	24	3	13	·	9	-6	0
NC(=O)CC(NC(=O)Cc1ccc(Br)cc1)c1ccc(NCC2CC2)c([N+](=O)[O-])c1 (centres undefined)	2	1	0	1	-7	11	15	-11
NNC(=O)c1cccn(Cc2ccc(Cl)cc2Cl)c1=O	9	4	-2	21	5	0	-2	-7
COc1ccc2[nH]c(C(=O)N3CCCN(Cc4ccc(F)cc4)CC3)cc2c1	12	·	10	8	·	-4	0	0
O=C(COc1cc(Cl)ccc1Cl)Nc1nnc(CC(=O)N2CCOCC2)s1	·	5	·	17	-1	·	·	4
Cc1nc(NCCNC(=O)c2ccco2)c2c(C)c(C)sc2n1	·	6	·	2	3	·	·	-1
Nc1ccc(Nc2nc(-c3cc4ccccc4oc3=O)cs2)cc1	-61	8	·	-75	-9	2	1	-6
COc1ccc(CCNC(=O)c2nnn(CC(=O)Nc3cccc(F)c3)c2N)cc1OC	11	-1	4	8	·	-7	0	7
Cc1noc(C)c1S(=O)(=O)Nc1ccc2c(c1)C(=O)N([C@H](C)CO)C[C@H](C)[C@@H](CN(C)CC1CCCCC1)OCCCC[C@@H](C)O2	-4	·	2	0	-1	-7	0	·
CCOC(=O)N1CCC(c2cc(=O)n(-c3ccccc3)[nH]2)CC1	7	7	3	5	·	-27	-8	-5
CC[N+](CC)(CC#Cc1ccccc1)CC(=O)c1ccc(Cl)cc1	13	·	0	17	·	10	-5	-10
O=C(Nc1ccc(F)cc1)N1C[C@@H]2[C@H](c3ccccc31)[C@H](CO)N2C(=O)c1ccccn1	-8	2	·	12	-1	18	·	·
CCOC(=O)NN=C1CN(S(=O)(=O)c2ccc(C)cc2)C1	0	0	1	-4	4	11	2	-7
COc1ccccc1CC(=O)N1CCC(CCC(=O)NC2CC2)CC1	·	-4	-6	7	-4	17	-2	-5

Quoted at random: three entries already listed
SMILES	EWS-Fli block	PGC1a acetyl inh	ERAP1 inh	PAX8 inh HTS	PglD DTNB	LGR2 antag	S100A4 inh HTS	FN deposition inh
COc1ccc(CCNC(=O)c2nnn(CC(=O)Nc3cccc(F)c3)c2N)cc1OC	11	-1	4	8	·	-7	0	7
O=C(Nc1ccc(F)cc1)N1C[C@@H]2[C@H](c3ccccc31)[C@H](CO)N2C(=O)c1ccccn1	-8	2	·	12	-1	18	·	·
Nc1ccc(Nc2nc(-c3cc4ccccc4oc3=O)cs2)cc1	-61	8	·	-75	-9	2	1	-6

Records listed above that bear a hit mark in ERAP1 inh.
compound | PGC1a acetyl inh | ERAP1 inh | PglD DTNB | LGR2 antag | S100A4 inh HTS
Cn1cnc(C(=O)N2CCN(C(=O)OC(C)(C)C)CC2)c1C(=O)N1CCN(C(=O)OC(C)(C)C)CC1 | -7 | 106* | -2 | -10 | -5
